Screening data from PubChem.
Rac1 wt GTP bind – wildtype Rac1 GTP binding modulators, primary screen, biochemical, GST-Rac1 beads, flow cytometry, multiplex; Ras-related C3 botulinum toxin substrate 1 (Homo sapiens), P63000; fluorescent GTP binding; actives lie on both sides; 0 = cold GTP competed, 100 = untreated; GTP binding activity (% of control), % at 10 µM; actives 0.27% (n = 190,000); AID 757, 2007;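 active = GTP binding activity at least 20 points away from the 100% control level, either lower or higher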
Mcl1 Bid PPI – Mcl-1/Bid binding inhibitors, primary screen, biochemical, TR-FRET, 1536-well; Induced myeloid leukemia cell differentiation protein Mcl-1 (Homo sapiens), Q07820; TR-FRET Mcl-1/Bid-Dy647 peptide binding; inhibition, % at 21.7 µM; actives 0.97% (n = 220,000); AID 1021, 2008;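 active = compounds that cut the binding signal by more than half at the single screening dose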;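 note: His-tagged Mcl-1 with europium anti-His antibody binding Bid BH3 peptide; 0% = Mcl-1 plus peptide wells and 100% = peptide-only wells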
Target sequence (Q07820 whole entry, looked up): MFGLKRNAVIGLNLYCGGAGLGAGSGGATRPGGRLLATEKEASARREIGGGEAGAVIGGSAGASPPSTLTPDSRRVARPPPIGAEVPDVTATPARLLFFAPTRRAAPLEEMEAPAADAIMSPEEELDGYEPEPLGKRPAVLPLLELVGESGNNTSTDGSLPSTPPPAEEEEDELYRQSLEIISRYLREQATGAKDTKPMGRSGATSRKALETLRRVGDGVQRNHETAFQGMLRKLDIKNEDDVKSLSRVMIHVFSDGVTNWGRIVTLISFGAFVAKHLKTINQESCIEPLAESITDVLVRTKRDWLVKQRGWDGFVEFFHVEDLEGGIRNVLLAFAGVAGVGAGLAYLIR
Rab7 wt GTP bind – modulators of GTP binding to Rab7, primary screen, biochemical, wildtype, multiplex bead flow cytometry; Rab7 GTPase wild type (dog), Bodipy-FL-GTP binding; GST-Rab7 beads, fluorescent GTP binding; actives lie on both sides; untreated = 100%, excess cold GTP = 0%; actives 0.055% (n = 190,000); GTP binding activity (percent of control), % at 10 µM;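 active = fluorescent GTP binding to Rab7 beads changed by at least 20 points from the 100% baseline, either direction, mostly lower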;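 note: median green fluorescence of bound Bodipy-FL-GTP per Rab7 bead population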
HRas wt GTP – modulators of GTP binding to HRas wildtype, primary screen, biochemical, bead-based flow cytometry, multiplex; GTPase HRas (Homo sapiens), P01112; GST-Ras wt beads, Bodipy-FL-GTP binding; actives lie on both sides; GTP binding activity, % at 10 µM; actives 0.14% (n = 190,000); AID 759, 2007;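 active = GTP binding activity at least 20% away from the 100% baseline, either lowered as inhibitor or raised as activator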;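 note: 0% = unlabeled GTP competition control and 100% = no-compound control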
Target sequence (P01112 whole entry, looked up): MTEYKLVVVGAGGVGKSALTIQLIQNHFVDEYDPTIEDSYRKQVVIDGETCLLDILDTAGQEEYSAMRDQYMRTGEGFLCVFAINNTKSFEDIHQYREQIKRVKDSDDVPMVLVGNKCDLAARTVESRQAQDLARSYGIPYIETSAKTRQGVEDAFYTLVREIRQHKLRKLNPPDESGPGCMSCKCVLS
Avidin bead fluor – green autofluorescence of compounds with avidin beads – biophysical, 488/530 nm, flow cytometry, artefact control, profiling panel; fluorescence (KMESF) at 10 µM; actives 0.38% (n = 220,000); compound fluorescence 488/530 nm; active compounds read high; AID 1775, 2009; in the data active = fluorescence above about 47; note: inactives centre near 10
Rab2 wt GTP – modulators of GTP binding to Rab2A wildtype, primary screen, biochemical, dog, bead-based flow cytometry, multiplex; actives 0.19% (n = 190,000); GST-Rab2 wt beads, Bodipy-GTP binding; GTP binding activity, % at 10 µM; Ras-related protein Rab-2A (Canis lupus familiaris), P61105; AID 760, 2007;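 active = GTP binding activity at least 20 points away from 100%, either lowered or raised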;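 note: 0% = beads with excess unlabeled GTP and 100% = no-compound control corrected for plate trend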
Pf gamet viab – late stage P. falciparum gametocyte viability inhibitors, primary screen, ATP luminescence, HTS | P. falciparum stage V gametocytes, 24 h | inhibition, % at 10.9 µM | actives 0.065% (n = 150,000) | AID 743093, 2013;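 active = inhibition above the mean plus 3 SD of compounds within the control limits, set per campaign, cut at about 38% in these data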;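 note: 0% = DMSO wells and 100% = medium only without gametocytes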
Cdc42 wt – modulators of GTP binding to wildtype Cdc42, primary screen, biochemical, multiplex bead flow cytometry, Bodipy-GTP; percent activity (GTP binding), % at 10 µM; actives 0.2% (n = 190,000); AID 761, 2007; Cell division control protein 42 homolog (Homo sapiens), P60953; GST-Cdc42 beads; actives lie on both sides;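 active = percent activity GTP binding at least 20 points away from the 100% baseline, either down as inhibitor or up as activator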;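 note: median bead fluorescence of bound Bodipy-FL-GTP at 100 nM; 0% = excess unlabeled GTP control and 100% = no compound control; below 100% means less GTP binding so inhibitor and above means activator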
Target sequence (P60953 whole entry, looked up): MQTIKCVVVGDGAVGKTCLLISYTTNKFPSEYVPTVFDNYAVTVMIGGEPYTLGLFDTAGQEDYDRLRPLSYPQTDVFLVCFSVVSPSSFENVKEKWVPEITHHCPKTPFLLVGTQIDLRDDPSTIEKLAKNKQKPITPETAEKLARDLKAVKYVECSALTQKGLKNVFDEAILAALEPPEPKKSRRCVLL
Mcl1 Noxa PPI – Mcl-1/Noxa binding inhibitors, primary screen, biochemical, TR-FRET, 1536-well; AID 1022, 2008; inhibition, % at 21.7 µM; actives 1.5% (n = 220,000); TR-FRET Mcl-1/Noxa peptide binding, 2 h; Induced myeloid leukemia cell differentiation protein Mcl-1 (Homo sapiens), Q07820;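 active = compounds that cut the protein-peptide binding signal by more than 50% relative to plate controls in a single-dose test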;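 note: His-tagged Mcl-1 with rhodamine Noxa BH3 peptide and terbium anti-His antibody; 0% = Mcl-1 plus Noxa peptide wells and 100% = peptide-only wells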
Rac1 act GTP bind – GTP binding modulators of activated mutant Rac1, primary screen, biochemical, bead-based flow cytometry, multiplex, fluorescent GTP; Ras-related C3 botulinum toxin substrate 1 (Homo sapiens), P63000; GST-Rac1 activated beads; actives lie on both sides; 100% means binding = to untreated wells; percent activity (GTP binding), % at 10 µM; actives 0.11% (n = 190,000); AID 764, 2007;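 active = GTP binding at least 20 percentage points away from the 100% baseline, in either direction, so actives lie on both sides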
GSH fluor – compound fluorescence on glutathione beads, profiling panel, artefact control, biophysical, 488/530 nm, flow cytometry. GSH beads flow cytometry, compound fluorescence 488/530 nm; active compounds read high. fluorescence (KMESF) at 10 µM. actives 0.25% (n = 190,000); in the data active = fluorescence above about 89;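 note: glutathione beads carrying GST-tagged Bcl family fusion proteins plus one bare bead set; values are compound well signal with DMSO vehicle wells as background; inactives centre near 16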
The depositor's hits bear a star; nt = no result given.

SMILES	Rac1 wt GTP bind	Mcl1 Bid PPI	Rab7 wt GTP bind	HRas wt GTP	Avidin bead fluor	Rab2 wt GTP	Pf gamet viab	Cdc42 wt	Mcl1 Noxa PPI	Rac1 act GTP bind	GSH fluor
Cc1c(C=O)c(C=O)c(C)n1Cc1ccccc1	101.0	-29.0	97.0	97.0	9	97.0	-14.1	100.0	16.9	95.0	29
C=CCOc1ccc(/C(O)=C2/C(=O)C(=O)N(CCN3CCOCC3)C2c2ccc(C)cc2)cc1 (centres undefined)	93.0	-41.7	96.0	97.0	14	95.0	-12.0	96.0	-1.2	95.0	39
CC(=O)Oc1ccc(OC(C)=O)c(SCCCCCN2CCOCC2)c1	98.0	-45.8	100.0	100.0	6	101.0	nt	99.0	28.2	98.0	18
COc1ccc(Cc2nc3ccccc3n2CC(=O)N/N=C/c2ccccc2)cc1OC	104.0	-3.4	100.0	100.0	11	102.0	0.9	103.0	-4.3	99.0	12
CN1CCCN(C(=O)C2CCC(C(=O)N3CCCN(C)CC3)CC2)CC1 (centres undefined)	99.0	-7.8	99.0	99.0	11	99.0	-34.2	97.0	5.7	94.0	14
O=C(c1ccc2c(=O)n3c(nc2c1)CCCCC3)N1CCN(C(c2ccccc2)c2ccccc2)CC1	106.0	-35.8	102.0	103.0	15	103.0	nt	104.0	-5.2	99.0	12
O=C(CCSCc1ccc(Cl)cc1)NCc1cccs1	99.0	-2.2	104.0	100.0	9	102.0	2.8	99.0	4.1	97.0	26
S=C(c1ccc(N2CCCC2)c(Br)c1)N1CCCCC1	96.0	-24.2	101.0	95.0	11	94.0	10.8	95.0	11.5	94.0	15
CCN(CC)S(=O)(=O)c1cccc(-c2nnc(SCC#N)n2Cc2ccccc2)c1	110.0	-15.5	103.0	102.0	10	104.0	nt	108.0	0.5	102.0	9
COC(=O)c1sccc1NC(=O)CSc1ccccc1NS(=O)(=O)c1cc(Cl)ccc1Cl	92.0	1.5	92.0	96.0	34	92.0	-9.5	97.0	9.2	91.0	14
COc1ccc(CCNC(=O)C23CCC(C)(C(=O)O2)C3(C)C)cc1OC (centres undefined)	88.0	-13.6	98.0	92.0	15	92.0	10.4	88.0	1.8	91.0	10
O=C1CN(C(=O)COC(=O)CNS(=O)(=O)c2ccccc2)c2ccccc2N1	96.0	-29.6	92.0	96.0	8	98.0	nt	96.0	-0.2	95.0	18
CCN(CC)S(=O)(=O)c1ccc(N2CCOCC2)c(NC(=O)c2cc([N+](=O)[O-])ccc2Cl)c1	95.0	-25.6	96.0	94.0	8	97.0	nt	97.0	8.6	94.0	16
CS(=O)(=O)c1nc(-c2ccccc2)cc(C(F)(F)F)n1	110.0	-29.0	104.0	103.0	9	103.0	nt	104.0	9.4	103.0	10
COc1ccc(C2CC(=O)N3C(=C2C#N)SCC3(O)c2ccccc2)cc1 (centres undefined)	107.0	-38.7	104.0	105.0	26	104.0	nt	104.0	2.6	99.0	8
CC1=NN(C(=O)Cc2ccc([N+](=O)[O-])cc2)C(O)(c2cccnc2)C1 (centres undefined)	109.0	15.1	104.0	103.0	30	101.0	nt	106.0	3.5	100.0	24
Cc1nn(C(C)(C)C)c(OC(=O)c2cccs2)c1Sc1ccccc1	97.0	-6.4	96.0	100.0	6	98.0	nt	99.0	-13.9	98.0	29
CC(C)C[C@H](NC(=O)Nc1cccc(Br)c1)C(=O)O	100.0	-5.6	99.0	100.0	14	97.0	nt	100.0	13.8	99.0	16
Cc1cccc(N2CCN(C(=O)CCCn3c(=S)[nH]c4cc5c(cc4c3=O)OCO5)CC2)c1C	102.0	-37.1	101.0	104.0	14	104.0	-39.4	100.0	-23.7	101.0	18
CCN(CC)c1ccc(NC(=O)Nc2ccc(C(C)=O)cc2)cc1	106.0	5.1	97.0	101.0	9	101.0	nt	101.0	97.1*	101.0	34
CC(C)(C)Cc1nnc(NC(=O)Cc2ccc([N+](=O)[O-])cc2)s1	104.0	-19.8	98.0	101.0	1	99.0	2.8	101.0	-5.7	101.0	9
Cc1ccn(CCC(=O)O)n1	103.0	-15.8	104.0	100.0	2	100.0	8.6	98.0	3.5	96.0	11
CCNC(=O)CSc1nnc(CN2CCCCCC2=O)n1-c1ccccn1	98.0	-14.0	94.0	96.0	26	94.0	2.9	96.0	-18.2	95.0	15
O=C(CN1C2=NCCN2c2ccccc21)c1ccco1	99.0	-9.1	96.0	99.0	11	97.0	22.0	99.0	8.3	97.0	24
COCC(=O)Nc1nnc(COc2ccccc2)s1	101.0	3.3	100.0	99.0	29	100.0	nt	98.0	6.9	98.0	15

In the list so far, these have a Cl atom:
SMILES	Rac1 wt GTP bind	Mcl1 Bid PPI	Rab7 wt GTP bind	HRas wt GTP	Avidin bead fluor	Rab2 wt GTP	Pf gamet viab	Cdc42 wt	Mcl1 Noxa PPI	Rac1 act GTP bind	GSH fluor
O=C(CCSCc1ccc(Cl)cc1)NCc1cccs1	99.0	-2.2	104.0	100.0	9	102.0	2.8	99.0	4.1	97.0	26
COC(=O)c1sccc1NC(=O)CSc1ccccc1NS(=O)(=O)c1cc(Cl)ccc1Cl	92.0	1.5	92.0	96.0	34	92.0	-9.5	97.0	9.2	91.0	14
CCN(CC)S(=O)(=O)c1ccc(N2CCOCC2)c(NC(=O)c2cc([N+](=O)[O-])ccc2Cl)c1	95.0	-25.6	96.0	94.0	8	97.0	nt	97.0	8.6	94.0	16

Later entries:
SMILES	Rac1 wt GTP bind	Mcl1 Bid PPI	Rab7 wt GTP bind	HRas wt GTP	Avidin bead fluor	Rab2 wt GTP	Pf gamet viab	Cdc42 wt	Mcl1 Noxa PPI	Rac1 act GTP bind	GSH fluor
CCOC(=O)c1sc(NS(=O)(=O)c2ccccc2Cl)nc1C	99.0	3.6	99.0	99.0	35	98.0	2.0	97.0	0.6	98.0	24
CCOC(=O)c1ccc(CNC(=O)c2cc(C(C)(C)C)oc2C)o1	99.0	-18.0	99.0	100.0	9	98.0	nt	99.0	21.2	98.0	34
CC(C)(CNC(=O)c1ccc(S(=O)(=O)N2CCCC2)cc1)N1CCOCC1	99.0	-11.6	105.0	98.0	11	99.0	23.3	96.0	22.8	97.0	75
CC1CN(S(=O)(=O)c2ccc(C(=O)Nc3sc4c(c3C(N)=O)CCN(C)C4)cc2)CC(C)O1 (centres undefined)	110.0	-3.3	99.0	102.0	21	105.0	nt	104.0	7.7	104.0	14
COc1ccc(C2C3=C(Nc4ncnn42)c2ccccc2CCC3)cc1 (centres undefined)	98.0	nt	96.0	96.0	9	98.0	nt	99.0	nt	96.0	37
O=C(Nc1ccccn1)c1ccc2c(c1)OCO2	104.0	-10.0	108.0	104.0	19	104.0	-9.8	102.0	14.8	99.0	11
Cc1cc(NCc2ccccn2)nc2ccccc12	103.0	-22.9	99.0	100.0	9	99.0	-0.1	102.0	1.9	99.0	10
C=CCOC(=O)C(C#N)c1nc2ccccc2nc1N1CCN(c2ccccc2OCC)CC1 (centres undefined)	102.0	7.8	98.0	99.0	16	100.0	nt	98.0	1.9	99.0	12
CC1CCCN(C(=S)NCCc2ccccc2)C1 (centres undefined)	100.0	-56.1	102.0	99.0	12	98.0	nt	100.0	-0.6	97.0	24
C1CCC(NC2=NCCC2)CC1	104.0	-19.5	105.0	107.0	20	108.0	1.6	107.0	2.1	101.0	20
Cc1ccc(-n2ncc3c(NNC(=O)c4cccs4)ncnc32)cc1	98.0	-30.7	99.0	99.0	12	99.0	10.3	97.0	-4.2	96.0	16
Cc1ccccc1-n1c(=O)c2c(n3cnnc13)-c1ccccc1CC21CCCCC1	106.0	-4.5	103.0	104.0	37	102.0	14.1	106.0	-11.6	101.0	12
CCN1CCCC1CN(Cc1cc2cc(OC)ccc2[nH]c1=O)C(=O)NCc1ccccc1 (centres undefined)	97.0	-11.3	101.0	99.0	38	100.0	nt	98.0	-8.3	97.0	11
O=C(/C=C/c1cccc(O)c1)c1cccnc1	102.0	8.4	104.0	98.0	11	101.0	-14.9	101.0	13.3	95.0	16
CCN1CCCC1CNC(=O)C(=O)NC1CC1 (centres undefined)	93.0	-19.5	100.0	94.0	7	96.0	-37.0	95.0	-4.4	94.0	24
CN(Cc1ccccc1)c1nc2c(c(=O)[nH]c(=O)n2C)n1CCCSc1ncccn1	99.0	0.0	93.0	97.0	7	97.0	16.7	101.0	7.4	97.0	5
CSCC[C@H](NC(=O)OC(C)(C)C)c1nnc(SCc2ccccc2)o1	105.0	-28.4	99.0	103.0	34	102.0	9.0	105.0	3.1	100.0	14
CC(C)c1nc(SCC(=O)N2CC(=O)Nc3ccccc32)c2ccccc2n1	95.0	-10.5	102.0	96.0	8	94.0	-15.1	91.0	-1.1	94.0	11
CSc1ccc(CN2C(=O)NC3(CCCCC3)C2=O)cc1	98.0	-28.9	98.0	98.0	10	97.0	nt	99.0	35.6	95.0	14
CCOC(=O)C1CCN(C(=O)c2cc3c(=O)n4ccccc4nc3n2C)CC1	94.0	-6.7	97.0	96.0	9	91.0	-1.6	100.0	14.7	94.0	21
COc1ccc([N+](=O)[O-])cc1N(CC(O)CN1CCCCC1)S(=O)(=O)c1ccc(C)cc1 (centres undefined)	99.0	3.9	104.0	99.0	21	100.0	9.0	99.0	5.3	98.0	12
N#Cc1ccccc1NC(=O)Nc1ccc(Cl)cc1	101.0	-13.0	101.0	102.0	9	100.0	nt	103.0	-47.6	100.0	10
Cc1ncc([N+](=O)[O-])n1CCOC(=O)NC(NCc1ccccc1Cl)C(Cl)(Cl)Cl (centres undefined)	103.0	-6.0	101.0	102.0	10	103.0	13.4	100.0	6.4	98.0	12
O=C(c1cccs1)c1coc2ccc(O)c(CN3CCOCC3)c12	96.0	-73.2	99.0	98.0	8	98.0	5.2	97.0	9.1	95.0	63
COc1ccc(-c2nc(CC(=O)O)cs2)cc1	104.0	3.9	98.0	101.0	17	99.0	8.3	102.0	17.9	99.0	32
Cc1cccc(C(=O)N[C@H](C(=O)OCC(=O)NC2CCS(=O)(=O)C2)C(C)C)c1 (some centres undefined)	108.0	-4.1	105.0	105.0	6	101.0	nt	104.0	8.0	103.0	8
Cc1ccc(S(=O)(=O)CCc2nnc(NC(=O)COc3cccc(C)c3)s2)cc1	106.0	50.4	100.0	100.0	29	99.0	4.2	103.0	15.1	99.0	9
